Screens from PubChem BioAssay.
XBP1 UPR activ = activators of adaptive arm of unfolded protein response (XBP1) | CHO-XBP1 luciferase reporter, IRE1-XBP1 UPR activation, luminescence; percent of tunicamycin response, DMSO as zero | AID 463104 | activation, % at 20 µM | hit rate 0.33% among 330,000;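 active = versus positive control, 20 µM dose yields 30% or more activation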;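 note: 100% = tunicamycin at 10 µg/mL and 0% = DMSO only wells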
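Material: CHO cell line with stable XBP1 luciferase reporter; schedule: 16-18 h cell attachment at 37 °C, then 6 h compound exposure; signal: glow luminescence from Steady-Glo reagent; medium: serum-containing F12 medium, 10% FBS; benchmarks: tunicamycin 10 µg/mL and vehicle-only wells; read-out: percent activation relative to tunicamycin reference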
Mdm2-MdmX inh = human Mdm2/MdmX binding inhibition; SaOS-2 split-luciferase Mdm2/MdmX complementation, luminescence; O15151+Q00987; AID 485346; hit rate 3% among 330,000; inhibition, % at 8 µM;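 active = inhibition of at least 50% at 8 µM in the primary screen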
CXCR6 block = blocks human CXCR6 beta-arrestin recruitment; O00574; hit rate 0.36% among 360,000; inhibition, % at 20 µM; CHO-K1 PathHunter CXCR6 beta-arrestin, luminescence; in the data active = inhibition above about 34%, passing the limit was not always enough;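 note: antagonist mode with CXCL16 agonist at 10 nM final; 0% = 10 nM CXCL16 with DMSO and 100% = unstimulated wells without agonist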
EBI2 antag = blocks human EBI2 receptor beta-arrestin signaling; P32249; EBI2 beta-arrestin recruitment, luminescence, 7a,25-OHC stimulated; inhibition, % at 5 µM; hit rate 0.81% among 360,000; AID 651636; in the data active = inhibition above about 38%;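 note: enzyme fragment complementation signal reports receptor beta-arrestin coupling in cells; 0% = agonist plus DMSO wells and 100% = wells without agonist; some results beyond the cut were filed as inactive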
CCR6 antagonist = antagonists of human CCR6 receptor | P51684 | CHO-K1 CCR6 PathHunter beta-arrestin, luminescence, CCL20-stimulated | inhibition, % at 20 µM | hit rate 0.49% among 340,000;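 active = compounds whose inhibition of the agonist-driven luminescence signal at 20 µM reaches about 50%, limit read from the data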;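 note: cells stimulated with CCL20 at 14 nM final; plate controls were DMSO with CCL20 for no effect and DMSO without agonist for full effect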
Target sequence (P51684 whole entry, looked up): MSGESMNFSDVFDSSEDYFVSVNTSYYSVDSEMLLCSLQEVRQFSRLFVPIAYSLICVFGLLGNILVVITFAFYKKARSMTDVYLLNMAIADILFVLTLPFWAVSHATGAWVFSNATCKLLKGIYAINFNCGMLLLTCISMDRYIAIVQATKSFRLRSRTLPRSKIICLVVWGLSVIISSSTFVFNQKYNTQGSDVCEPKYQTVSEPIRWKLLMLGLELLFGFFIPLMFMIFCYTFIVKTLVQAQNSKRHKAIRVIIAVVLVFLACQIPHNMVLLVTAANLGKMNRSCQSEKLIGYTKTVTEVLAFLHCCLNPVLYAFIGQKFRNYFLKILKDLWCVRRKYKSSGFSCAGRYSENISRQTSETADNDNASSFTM
tim23-1 inh = inhibits growth of tim23-1 mutant yeast | S. cerevisiae tim23-1 growth, BacTiter-Glo luminescence, 24 h | inhibition, % at 20 µM | hit rate 1.3% among 330,000 | AID 463212;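 active = growth inhibition of the mutant yeast at or above 50%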;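 note: temperature-sensitive mutant grown at 25 °C; plate controls were DMSO-treated mutant yeast for no effect and medium wells lacking yeast for full effect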
CHOP UPR activ = apoptotic UPR (CHOP) activation. activation, % at 10 µM. hit rate 0.34% among 330,000. AID 449763. CHO-CHOP luciferase reporter, luminescence; percent of tunicamycin response over DMSO baseline;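 active = at 10 µM dose, activation of 40% or more, normalized to positive control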;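 note: 100% = tunicamycin at 10 µg/mL and 0% = DMSO alone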
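System: CHO CHOP reporter cells. Amount: 500 cells per well. Buffer or medium: F12 medium, 10% FBS. Compound dosing: one dose, 10 µM in 0.5% DMSO. Incubation: 6 h compound exposure at 37 °C after overnight seeding. Technique: Steady-Glo luciferase luminescence. Benchmarks: tunicamycin and DMSO controls.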
APJ agonist = APJ receptor agonism. P35414. CHO-K1 APJ PathHunter beta-arrestin, luminescence; 0% DMSO wells, 100% apelin. activation, % at 20 µM. hit rate 0.11% among 330,000. AID 2520;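 active = activation more than six SD over the plate average, tested at 20 µM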;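 note: 0% = DMSO alone and 100% = apelin-13 at 10 nM; some results filed as inactive read as strong as hits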
Target sequence (P35414 whole entry, looked up): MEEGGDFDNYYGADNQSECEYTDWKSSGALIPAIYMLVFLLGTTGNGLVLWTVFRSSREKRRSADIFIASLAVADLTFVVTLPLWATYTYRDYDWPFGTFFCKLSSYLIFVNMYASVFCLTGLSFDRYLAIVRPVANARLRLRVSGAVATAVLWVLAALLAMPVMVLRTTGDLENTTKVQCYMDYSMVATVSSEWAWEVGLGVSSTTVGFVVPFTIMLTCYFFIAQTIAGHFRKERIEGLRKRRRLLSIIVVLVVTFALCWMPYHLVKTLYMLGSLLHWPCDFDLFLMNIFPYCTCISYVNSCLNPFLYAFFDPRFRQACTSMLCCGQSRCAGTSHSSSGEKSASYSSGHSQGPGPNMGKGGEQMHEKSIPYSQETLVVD
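Assay system: engineered CHO-K1 APJ arrestin reporter cells; Amount: 1000 CHO-K1 reporter cells seeded per well; Dosing: one dose, 20 µM compound, 1% DMSO; Times: compound stimulation 90 min at 25 °C, detection 60 min; Measured by: luminescent beta-gal fragment complementation, chemiluminescent substrate; Read-out: APJ–arrestin association signal; Controls: DMSO vs Apelin-13 10 nM.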
APJ antag = blocks the human apelin receptor APJ | AID 2521 | inhibition, % at 20 µM | CHO-K1 APJ beta-arrestin complementation, luminescence | hit rate 0.32% among 330,000 | P35414;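 active = inhibition above about 40% at 20 µM, limit read from the data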;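 note: cells challenged with 10 nM apelin-13 agonist together with compound; plate controls were apelin-13 plus DMSO wells for no effect and DMSO wells lacking apelin-13 for full effect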
* marks the source's active call; other numbers are inactive results; / = no result given.

Sequence of screens: XBP1 UPR activ	Mdm2-MdmX inh	CXCR6 block	EBI2 antag	CCR6 antagonist	tim23-1 inh	CHOP UPR activ	APJ agonist	APJ antag
1) CCSc1ccccc1C(=O)NCCc1ccccc1
 : 0	-10	2	-3	-2	8	1.5	-2	15
2) Cc1ccc(/C=N/Nc2cc(C)nc(NCc3ccccc3)n2)cc1
 : -3	47	-13	9	-2	43	4.4	0	-12
3) Cc1cccc(C(=O)Oc2cc(C)[nH]c(=O)c2[N+](=O)[O-])c1
 : -7	12	-6	-19	3	-7	-1.0	2	13
4) Cc1nn(C)cc1-c1csc(N)n1
 : 0	-11	-5	-2	3	21	-1.2	-2	9
5) O=C(CCN1C(=O)C2CCCCC2C1=O)Nc1ccc(OC(F)F)cc1 (configuration not stated)
 : -1	5	4	-4	6	-7	0.6	-1	9
6) O=C(NC1CCS(=O)(=O)C1)c1c(NC(=O)C2COc3ccccc3O2)sc2c1CCCC2 (configuration not stated)
 : -3	-1	16	11	5	0	0.3	2	17
7) C[C@H](CO)N1C[C@H](C)[C@@H](CN(C)S(C)(=O)=O)Oc2ccc(NS(=O)(=O)c3ccccc3)cc2C1=O
 : -1	22	-9	2	12	11	0.5	-2	0
8) CCCn1c2ccccc2c2cnn(CC(=O)OC)c(=O)c21
 : 1	19	-5	-7	2	16	2.5	-5	-4
9) N#Cc1nccnc1S(=O)(=O)c1cccs1
 : -9	74*	/	/	23	2	-8.7	-3	56*
10) CCN1CCN(CCCN(Cc2ccco2)C(=S)Nc2cc(Cl)ccc2C)CC1
 : -1	-16	4	-1	-1	5	0.2	3	-31
11) N#Cc1ccccc1NC(=O)CSc1nnc(-c2ccccc2O)n1-c1ccccc1
 : -1	3	3	13	16	23	-1.6	3	10
12) N#C/C(=C\c1cccc(OC(=O)c2cccs2)c1)C(N)=O
 : 0	4	14	-44	7	43	2.5	-2	-4
13) CC1O[C@@H](OC2C(O)C(O)C(CO)O[C@H]2OC2C[C@]3(C)C(CC(O)C4[C@@H]([C@]5(C)CC[C@@H](C(C)(C)O)O5)CC[C@]43C)[C@@]3(C)CCC(O)C(C)(C)C23)C(O)C(O)C1O (some centres not stated)
 : -5	-2	-2	-4	1	-9	-2.5	-3	9
14) Cn1nccc1C(=O)NC1CCCc2c1cnn2-c1ccc(C(C)(C)C)cc1 (configuration not stated)
 : -6	20	-2	16	5	31	4.8	8	-2
15) COc1cccc(-c2cc(C(=O)N/N=C/c3ccco3)c3ccccc3n2)c1
 : 0	19	0	5	9	28	4.4	-1	-9
16) C=CCOC(=O)C1=C(C)NC(C)=C(C(=O)OCC=C)C1/C=C/c1ccccc1
 : -1	20	7	18	25	13	-0.1	-7	9
17) CCOC(=O)[C@H]1[C@H]2COc3cc(OC)ccc3[C@@H]2N2C(=O)c3cc(OC)c(OC)cc3NC(=O)[C@@]12C
 : -1	-4	2	-3	-3	0	0.1	6	-2
18) CCOC(=O)C1CCCN(C(=O)c2ccc3oc(CCc4ccccc4)nc3c2)C1 (configuration not stated)
 : -4	-31	-4	-3	15	30	4.3	-2	-5
19) O=C(/C=C/c1ccc(Cl)c([N+](=O)[O-])c1)NCc1cccnc1
 : -1	-21	3	4	10	8	-2.1	-4	10
20) Cc1c(NC(=O)CC(O)(C(F)(F)F)C(F)(F)F)c(=O)n(-c2ccccc2)n1C
 : 0	-3	-3	7	-1	-1	-0.9	0	16
21) O=C(CSc1nc2ncccc2[nH]1)Nc1ccc2c(c1)OCO2
 : -4	21	-5	-8	4	8	1.7	1	11
22) CC(=O)NCc1ccc(C(=O)CCl)s1
 : -9	24	9	-4	3	44	64*	-2	-4
23) Cc1ccc(S(=O)(=O)NCC(=O)OCC(=O)NCc2ccc3c(c2)OCO3)cc1
 : -4	-3	10	-9	1	9	-0.3	-3	8
24) COc1ccc(NC(=O)c2cc(C(C)C)on2)c(OC)c1
 : -1	-79	2	-2	6	15	4.4	0	-4
25) CN(CC(=O)Nc1ccccc1C(F)(F)F)C(=O)CSc1nnc(-c2ccncc2)n1C
 : 0	4	1	4	0	-4	-0.9	-2	3
26) Cc1nnc(N)nc1C
 : -4	20	-1	-17	-12	-4	3.5	1	-23
27) O=C1CC(c2ccccc2)CC2=C1C(c1ccccn1)Nc1ccccc1N2 (configuration not stated)
 : -3	14	2	-13	-1	12	-1.1	2	3
28) COc1cccc(C2=NN(C(=O)c3ccco3)C(c3ccco3)C2)c1 (configuration not stated)
 : 1	19	4	-39	-7	52*	2.5	-2	-24
29) Cc1ccccc1C(=O)NCCN1CCOCC1
 : -2	-10	-6	1	-9	-17	2.1	-4	9
30) Cc1cccnc1NC(=O)c1ccc(S(=O)(=O)N2CCCCCC2)cc1
 : -1	9	0	-3	3	-1	4.4	1	-35

Next records
Sequence of screens: XBP1 UPR activ	Mdm2-MdmX inh	CXCR6 block	EBI2 antag	CCR6 antagonist	tim23-1 inh	CHOP UPR activ	APJ agonist	APJ antag
31) c1ccc2oc(CCc3nc4ccccc4o3)nc2c1
 : 2	-38	3	4	7	3	0.5	-5	-34
32) S=C(NCc1ccncc1)Nc1ccccc1
 : -4	11	0	-9	13	1	-2.1	0	-9
33) Cc1cc(NC(=O)CSCC(=O)N2CCN(c3ccccc3)CC2)no1
 : -2	8	0	-8	4	14	1.7	-1	-6
34) COc1ccc(-c2cnnc(N/N=C/c3ccc(C)o3)n2)cc1
 : -1	-7	0	6	11	33	0.6	-2	-38
35) CC(O)Cc1cn([C@@H](CCCCN)C(=O)N2CCNCC2)nn1 (some centres not stated)
 : -4	5	-6	-10	4	-8	-0.9	-2	6
36) O=C(/C=C/Nc1cccc(C(F)(F)F)c1)c1ccc(Oc2ncccn2)cc1
 : -7	-2	6	15	7	1	3.0	-2	-11
37) Cc1ccc(-c2n[nH]c(=S)n2/N=C/c2c(C)[nH]n(-c3ccccc3)c2=O)cc1
 : 0	9	20	15	12	17	-1.2	-3	13
38) CC(=O)Nc1ccc(C(=O)Nc2cc(C(F)(F)F)ccc2-n2cnc3ccccc32)cc1
 : -2	24	-5	1	5	1	1.2	-1	-2
39) COc1ccc(CN(C(=O)CO/N=C/c2ccccc2)c2ccccc2C(=O)O)cc1
 : 0	3	3	-12	5	4	-2.3	1	1
40) COc1ccc(/C=C2\COc3ccccc3C2=O)c(OC)c1
 : 2	59*	-5	-5	7	55*	4.3	-1	-5
41) COc1ccccc1NC(=O)C1CCCN1C(=O)NCc1ccccc1 (configuration not stated)
 : -2	7	-8	4	13	6	-1.2	5	12
42) COc1ccccc1C(=O)NCCC(=O)Nc1ccc(C)cn1
 : 0	6	0	-2	-2	14	3.6	-4	0
43) CC(=O)Nc1ccc(N2C(=O)CC(N3CC(C)OC(C)C3)C2=O)cc1 (configuration not stated)
 : 2	-7	-2	-2	-4	5	2.4	-2	-12
44) O=C(NNc1nc2c(F)cccc2s1)C1=COCCO1
 : -2	18	-14	-17	-9	18	-1.8	3	5
45) CCOC(=O)N1CCN(C(=O)CCc2cc(OC)c(OC)c(OC)c2)CC1
 : -2	6	-1	-3	-8	-9	0.8	0	21
46) O=C1CC2(CCN(C(=O)C3CC(=O)N(c4ccc(F)cc4)C3)CC2)Oc2ccccc21 (configuration not stated)
 : 0	34	9	26	15	-12	1.1	-2	22
47) COC(=O)c1ccc(/C=N/NC(=O)C2CC(=O)N(c3ccc(F)cc3)C2)cc1 (configuration not stated)
 : -5	15	-2	5	0	-10	-1.1	-4	-53
48) Cc1c(C(=O)Nc2nc(-c3ccccn3)cs2)oc2ccccc12
 : 5	67*	12	4	20	42	2.7	-4	18
49) O=C(/C=C/Nc1ccc(S(=O)(=O)Nc2cnc3ccccc3n2)cc1)c1cccnc1
 : -1	13	0	1	4	5	-1.7	-7	-3
50) CCOc1ccc(S(=O)(=O)N(CC(=O)O)c2ccc(C)cc2)cc1
 : 0	23	11	2	-7	-1	2.4	0	-5
51) COc1ccc(Cl)cc1S(=O)(=O)n1c([N+](=O)[O-])cnc1C
 : -2	4	4	-6	-1	2	0.6	-2	21
52) CCC(=O)NC(=S)Nc1ccccc1OC
 : -1	-6	-2	-11	-12	25	1.9	0	3
53) O=C(CN1CCN(Cc2ccc(F)cc2)C1=O)NC1CCCC1
 : -4	-12	7	1	-17	6	0.2	3	0
54) CC(C)(C)C(=O)NC1(C(F)(F)F)C(=O)Nc2c1c(=O)[nH]c(=O)n2Cc1ccco1 (configuration not stated)
 : -2	4	-1	-14	-2	2	0.5	-4	7
55) CCCCCC(=O)N/N=C(\C)c1ccc(Cl)cc1
 : -1	-2	-2	-2	-6	10	-0.4	-2	4
56) CCN(CC)CCCNCC(=O)Nc1ccc2c(c1)CCC2
 : -1	-3	1	-4	14	-2	-1.1	-3	0
57) CCN1CCN(c2nc(Nc3ccccc3F)nc(N)c2[N+](=O)[O-])CC1
 : 0	19	-5	-7	-3	-1	0.1	-7	-11
58) Oc1ccc(C(=S)N2CCN(c3cccc(Cl)c3)CC2)cc1
 : -2	11	-9	-1	19	25	-1.9	-2	10
59) CCOC(=O)c1cc(NC(=O)Nc2ccc(OC)c(OC)c2)c(C)nc1C
 : 1	9	0	-2	-6	0	-0.2	-2	8

Not all compounds are listed; count on the stated rates, not on these rows.
